Anthrax LF prot: blocks Bacillus anthracis lethal factor protease. multiplex microsphere protease cleavage assay, LF. P15917. 360,000 tested, 0.12% active. inhibition, % at 10 µM; in the data active = inhibition above about 30%; inconclusive = no clear call, values can overlap the other calls; also: plate controls were buffer without enzyme for full effect and enzyme alone for no effect
SARS 3CLpro inh: SARS-CoV 3CLpro protease inhibition; P0C6X7; recombinant SARS-CoV 3CLpro, quenched FRET peptide cleavage; inhibition, % at 6 µM; 290,000 tested, 0.14% active; in the data active = inhibition above about 12%
PfHsp40 rescue: restores yeast growth despite PfHsp40 toxicity. S. cerevisiae expressing PfHsp40, growth rescue, ATP luminescence. growth rescue, % at 12.5 µM. 340,000 tested, 0.68% active; in the data active = growth rescue above about 28%, passing the limit was not always enough; inconclusive = no clear call, values can overlap the other calls;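 also: yeast W303a lacking pdr1 and pdr3 grown in galactose medium; growth measured after three days at 30 °C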
BH1578 lux ind: quorum light induction in luxS cqsA deficient V. cholerae | V. cholerae BH1578 lux reporter, luminescence, 6 h | AID 588436 | activation, % at 18.7 µM | 350,000 tested, 0.16% active; in the data active = activation mostly above about 9.7%, no sharp cut-off; inconclusive = no clear call, values can overlap the other calls; inactive = mostly below about 3.7%; also: not every result past the cut was called active; inactives centre near 0; reference of the scale not given here
Y pestis TopoI: Y. pestis Topo-I inhibition via cleavage products; Y. pestis Topo-I cleavage product accumulation, plate reader; activity, % at 10 µM; 360,000 tested, 0.064% active; in the data active = activity above about 50%, passing the limit was not always enough; inconclusive = no clear call, values can overlap the other calls; also: inactives centre near 2
SSB-PriA inh: K. pneumoniae PriA-SSBct interaction inhibition | inhibition, % at 33 µM | 430,000 tested, 0.6% active | AlphaScreen SSBct-PriA binding, biotinylated peptide; in the data active = inhibition mostly above about 37%, no sharp cut-off; inactive = mostly below about 20%;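 also: plate controls were negative control peptide for no effect and reference peptide for full effect; strong numbers were not always called active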
Rv3671c inh: Rv3671c (M. tuberculosis) protease inhibition. P9WHR9. inhibition, % at 5.96 µM. 320,000 tested, 0.048% active; in the data active = inhibition above about 38%;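 also: extracellular domain of Rv3671c used as enzyme; 0% = enzyme with DMSO and 100% = no enzyme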
Target sequence (P9WHR9 whole entry, looked up, the tested form may be a part): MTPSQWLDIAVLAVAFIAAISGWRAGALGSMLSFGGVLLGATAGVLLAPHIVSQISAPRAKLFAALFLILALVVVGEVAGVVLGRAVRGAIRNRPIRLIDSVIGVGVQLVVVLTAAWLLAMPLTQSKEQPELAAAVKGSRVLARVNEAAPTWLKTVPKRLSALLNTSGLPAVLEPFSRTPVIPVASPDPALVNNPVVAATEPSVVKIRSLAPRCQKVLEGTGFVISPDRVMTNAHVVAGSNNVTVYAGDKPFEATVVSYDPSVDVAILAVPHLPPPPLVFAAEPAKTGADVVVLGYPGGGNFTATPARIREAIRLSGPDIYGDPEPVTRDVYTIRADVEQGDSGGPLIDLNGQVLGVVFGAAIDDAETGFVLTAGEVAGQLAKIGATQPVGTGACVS
MazEF act: MazEF (E. coli) toxin RNase activation; P0AE70; FAM/BHQ RNA-DNA oligo cleavage fluorescence, 5 h; activation, % at 20 µM; 350,000 tested, 0.32% active; AID 504720; in the data active = activation above about 50%
Target sequence (P0AE70 whole entry, looked up): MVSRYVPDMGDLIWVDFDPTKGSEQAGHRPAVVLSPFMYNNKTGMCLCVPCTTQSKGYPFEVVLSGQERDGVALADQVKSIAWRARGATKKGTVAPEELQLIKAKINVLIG
VHR inh abs: blocks human VHR1 dual specificity phosphatase | recombinant VHR phosphatase, pNPP absorbance | inhibition, % at 13.3 µM | 290,000 tested, 0.52% active | AID 1654; in the data active = inhibition above about 50%; also: some compounds called inactive have numbers as strong as hits
Target sequence (P51452 whole entry, looked up): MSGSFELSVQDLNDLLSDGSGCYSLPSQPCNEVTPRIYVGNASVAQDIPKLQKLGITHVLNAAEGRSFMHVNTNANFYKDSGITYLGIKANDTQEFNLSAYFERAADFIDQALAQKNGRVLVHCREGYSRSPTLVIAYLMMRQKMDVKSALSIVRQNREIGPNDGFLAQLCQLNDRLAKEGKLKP
TcdB inh: inhibitors of Clostridioides difficile toxin B glycohydrolase | P18177 | TcdB glycohydrolase enzymatic assay, plate reader | inhibition, % at 9.99 µM | 350,000 tested, 0.24% active | AID 652162; in the data active = inhibition above about 10%
* = called active by the depositor; i = inactive; u = inconclusive; x = no result given; & = joins results of further samples.

SMILES	Anthrax LF prot	SARS 3CLpro inh	PfHsp40 rescue	BH1578 lux ind	Y pestis TopoI	SSB-PriA inh	Rv3671c inh	MazEF act	VHR inh abs	TcdB inh
Cc1ccc(CSc2ncnc3c2cnn3-c2ccc(C)cc2)cc1	0	-4	-0.4	-0.2	2	-18	4	-4	16	x
CCn1c(SCC(=O)Nc2ccc(OC)c(OC)c2)nc2c(c1=O)SCC2	-2	-1	-0.3	1.0	4	2	7	1	14	0.6
CN(C(=O)COC(=O)c1cc2c(s1)CCCCC2)c1ccccc1	2	x	5.0	-2.3	33	-15	-1	-2	x	-5.5
CC(C)Sc1nnc([C@@H](N)Cc2ccccc2)o1	2	6	0.1	-3.8	19	1	-2	1	16	x
CC1Cc2cccc3c(O)c(C(=O)c4nn[nH]n4)c(=O)n1c23 (stereo not drawn)	0	7	-1.0	i	-2	1	-9	7	-4	2.0
O=[N+]([O-])c1ccc(-n2cnc3ccccc32)c([N+](=O)[O-])c1	-4	3	1.4	1.5	-1	-13	-3	1	-15	1.7
CN(Cc1ccccc1F)C(=O)c1cccc(NC(=O)CC2SC(N3CCCCC3)=NC2=O)c1 (stereo not drawn)	u	x	0.5	-1.5	9	0	x	-9	x	1.8
CCC(C)(C)n1nnnc1CN(Cc1cccs1)Cc1cc2cc(OC)ccc2[nH]c1=O	0	x	0.4	i	5	-10	-6	1	28	0.6
O=C1C=C(c2ccc(CO)cc2)C[C@@H](c2ccc(F)cc2)C1	1	x	x	-0.4	8	x	x	7	x	1.2
O=C(COc1ccc(Cl)cc1Br)Nc1nnc(C2CC2)s1	-3	x	1.5	i	5	2	-3	1	x	1.4
Cc1cccnc1NC(=O)C1c2ccccc2Oc2ccccc21	-3	-1	0.8	i	-2	-6	1	2	-2	1.0
COC(=O)c1cc(C)nc(Sc2ccccc2N)n1	x	-5	x	x	x	18	0	-8	29	-0.9
Nc1c(C(=O)c2ccccc2)sc2nsc(SCCN3CCCC3)c12	-5	3	0.4	-0.5	11	-5	-10	-44	10	0.1
NC(=O)c1cn(C2OC(CO)C(O)C2O)c2ncnc(N)c12 (stereo not drawn)	-6&-6	1	-2.0&-1.7	-5.6&-0.1	-1&4	-7	9	14&2	13	1.3&0.7
CCN(CC)CCN1C(=O)C(=O)/C(=C(/O)c2cnn(-c3ccccc3)c2C)C1c1cccnc1 (stereo not drawn)	-2	-2	-0.9	0.0	0	x	4	-3	5	x

Entries of single compounds as entered above. Screens in order: Anthrax LF prot, SARS 3CLpro inh, PfHsp40 rescue, BH1578 lux ind, Y pestis TopoI, SSB-PriA inh, Rv3671c inh, MazEF act, VHR inh abs, TcdB inh
CN(Cc1ccccc1F)C(=O)c1cccc(NC(=O)CC2SC(N3CCCCC3)=NC2=O)c1 (stereo not drawn) as listed: u, x, 0.5, -1.5, 9, 0, x, -9, x, 1.8
CCC(C)(C)n1nnnc1CN(Cc1cccs1)Cc1cc2cc(OC)ccc2[nH]c1=O as listed: 0, x, 0.4, i, 5, -10, -6, 1, 28, 0.6

Remaining list, next part
SMILES	Anthrax LF prot	SARS 3CLpro inh	PfHsp40 rescue	BH1578 lux ind	Y pestis TopoI	SSB-PriA inh	Rv3671c inh	MazEF act	VHR inh abs	TcdB inh
CCCCn1c(N)c(N(CCOC)C(=O)C2CC(=O)N(Cc3ccco3)C2)c(=O)[nH]c1=O (stereo not drawn)	-5	x	-0.4	-0.4	-1	1	-7	1	x	1.5
CC(NCC(O)COC1CCC(C(C)(C)C)CC1)c1ccccc1 (stereo not drawn)	-1	-2	-0.8	-0.3	1	8	-1	6	21	-0.4
O=C(O)c1cc2ccccc2c(=O)s1	0	6	-1.3	-1.3	1	-17	1	5	4	x
CC(C)=CCc1c(O)cc2c(=O)c3ccc(O)cc3oc2c1O	-5	x	147*	-0.5	-1	4	-54	22	x	0.7
Cc1onc(-c2c(Cl)cccc2Cl)c1C(=O)c1ccccc1	-3	-2	-0.9	i	4	-10	-8	-5	-11	0.9
CN1CCN(C(=O)c2cccc(NS(=O)(=O)c3ccc(Br)cc3)c2)CC1	-4	x	0.2	7.1	2	-11	-7	0	x	1.3
CCOc1cc(CNn2cnnc2)ccc1OCC(=O)NC1CCCCC1	-2	4	15	0.7	0	-17	-6	-5	-2	x
O=C(Cn1ncc(Cl)c(Cl)c1=O)N1CCN(Cc2ccccc2)CC1	-5	7	-0.9	1.7	5	-15	x	11	0	0.7
CCOc1ccccc1NC(=O)CNC(=O)Cc1ccccc1	-1	4	-1.9	-0.2	-1	7	-7	-3	18	1.0
Cc1ccccc1N(CC(=O)N1CCN(Cc2ccccc2)CC1)S(C)(=O)=O	6	x	x	i	7	x	x	4	x	-0.4
CCC(C)N=C1Sc2nc3ccc(C)cc3cc2CN1CCOC (stereo not drawn)	-2	3	0.1	-0.3	12	-21	-11	6	1	-1.3
CCCc1nn(C)c(C(=O)Nc2cccc(Cl)c2)c1Cl	-2	-5	2.2	-0.3	14	-24	-9	-6	-5	x
COCc1nnc(NC(=O)c2ccc(S(=O)(=O)N3CCOCC3)cc2)o1	1	-4	0.0	-0.3	1	-12	2	2	-5	0.5
Nc1ccc(/C=C/c2ccc3ncccc3c2)cc1	0	0	1.4	i	-7	-7	3	7	26	-0.4
COc1ccc(N(CC(=O)NCC2CCCO2)S(=O)(=O)c2ccccc2)cc1OC (stereo not drawn)	-1	-8	0.4	i	-4	0	-3	3	8	-0.3
CC(OC(=O)c1oc2ccccc2c1CSC1CCCCC1)C(=O)NC(N)=O (stereo not drawn)	-2	1	-1.2	-0.2	11	5	-10	-1	14	x
O=C(CCc1ccc(O)c(O)c1)NNC(=S)Nc1ccc(Br)cc1Cl	-10	5	2.9	-0.1	-3	-8	14	-4	11	0.6
Oc1ccccc1-n1c(-c2ccccc2)ccc1-c1ccccc1	4	0	-1.9	i	-5	-16	1	7	9	-0.4
Cc1ccc(-c2nc3ncccn3c2NC(=O)C2CC2)cc1	-4	6	-1.0	-0.2	-4	-5	0	0	12	x
CCC(C)C(NC(=O)c1ccccc1NC(=O)c1ccco1)C(=O)O (stereo not drawn)	u	-2	-2.0	-0.7	6	-9	-1	10	25	x
C#CCNC(=O)C1=C[C@H](c2cn(C(C)=O)c3ccccc23)C[C@H](OCc2ccc(CO)cc2)O1	-4	0	-0.7	i	15	-4	-1	2	7	-4.0&-6.3
O=C(COc1c(Cl)cccc1Cl)NN1C(=O)CSC1=S	0	1	1.8	-0.8	-1	-9	-9	-4	13	-1.2
C/C(=N\NC(=S)Nc1ccc(F)cc1)c1ccc2c(c1)OCCO2	0	7	1.4	-0.2	14	x	5	-2	-3	-0.6
COc1ccccc1C(=O)NCCC(=O)N(C)Cc1cccs1	2	x	-0.2	-1.9	7	-9	-1	2	x	0.9
COc1ccc(NC(C)C(=O)N/N=C/c2cc(Br)ccc2OC)cc1 (stereo not drawn)	-5	-1	0.0	i	16	x	-1	6	-12	7.7
NC(=O)CNCCC(c1ccccc1)c1ccccc1	-12	x	-1.4	i	-1	-3	-2	7	x	-6.6
CC(C)(C)c1ccc(C(=O)NCCC(=O)NNC(=O)COc2ccc(F)cc2)cc1	-6	x	0.0	-2.1	2	-2	-5	2	x	1.2
Fc1ccccc1CNC(=S)NC1CCCCC1	2	-4	2.4	-5.3	-8	1	x	7	19	-1.2
O=C(Nc1ccccc1)C(Cc1ccccc1)c1ccccc1 (stereo not drawn)	-1	x	-1.2	i	-3	-7	x	6	x	1.2
Cc1cccc(NC(=O)COC(=O)CN2C(=O)c3ccccc3C2=O)c1C	-5	x	x	-0.2	7	x	x	-5	x	-0.1
Nc1ccc2ccc3cccc[n+]3c2c1	-28	-25	3.6	i	-3	-5	-16	i	4	1.5
Cn1c(=O)c2c(nc(CN3CCN(C(=O)c4ccco4)CC3)n2Cc2ccccc2F)n(C)c1=O	-10	1	-0.9	i	-9	2&9	-3	-6	12	1.7
Cc1ccc(SCCC(=O)NCc2ccccn2)cc1	0	0	-1.7	2.2	5	-1	3	4	25	0.6
COc1ccc(N2CCN(C(c3cccs3)C(C)NC(=O)c3ccco3)CC2)cc1 (stereo not drawn)	-5	-5	1.2	i	6	7	7	-12	13	x
Cc1ccc(N=Cc2c(O)c3ccccc3oc2=O)c(C)c1	2	1	-1.4	i	2	2	2	0	8	-9.1
CCNCc1nc2cc(Cl)ccc2c(=O)[nH]1	-3	1	-1.0	-0.5	3	-16	3	-23	8	0.1
O=C(C=NNc1ccccc1)c1ccccc1	-7	x	0.4	0.0	4	-4	x	-2	x	-5.6
CC(C)Nc1nc(-c2ccncc2)nc(-c2ccccc2)c1C#N	8	0	0.0	i	2	-5	-6	0	27	-1.3
O=C(NCc1ccccc1Cl)c1cnc2n(c1=O)CCS2	4	-1	0.4	-0.2	-5	2&-12	-3	0	34	1.6
O=C(O)CCC(=O)Nc1ccc(C(=O)OCC(=O)c2ccc(Cl)cc2Cl)cc1	-5	4	2.1	-0.4	-9	-4	-3	7	-3	1.2
CCOC(=O)C1=C(CC)Nc2ccccc2N=C1NC(=O)c1ccc(OC)c(S(=O)(=O)N2CCCCC2C)c1 (stereo not drawn)	-5	5	-0.1	i	20	2	-1	3	18	0.0

In the list so far, 7 have an aryl methoxy group:
SMILES	Anthrax LF prot	SARS 3CLpro inh	PfHsp40 rescue	BH1578 lux ind	Y pestis TopoI	SSB-PriA inh	Rv3671c inh	MazEF act	VHR inh abs	TcdB inh
CCn1c(SCC(=O)Nc2ccc(OC)c(OC)c2)nc2c(c1=O)SCC2	-2	-1	-0.3	1.0	4	2	7	1	14	0.6
CCC(C)(C)n1nnnc1CN(Cc1cccs1)Cc1cc2cc(OC)ccc2[nH]c1=O	0	x	0.4	i	5	-10	-6	1	28	0.6
COc1ccc(N(CC(=O)NCC2CCCO2)S(=O)(=O)c2ccccc2)cc1OC (stereo not drawn)	-1	-8	0.4	i	-4	0	-3	3	8	-0.3
COc1ccccc1C(=O)NCCC(=O)N(C)Cc1cccs1	2	x	-0.2	-1.9	7	-9	-1	2	x	0.9
COc1ccc(NC(C)C(=O)N/N=C/c2cc(Br)ccc2OC)cc1 (stereo not drawn)	-5	-1	0.0	i	16	x	-1	6	-12	7.7
COc1ccc(N2CCN(C(c3cccs3)C(C)NC(=O)c3ccco3)CC2)cc1 (stereo not drawn)	-5	-5	1.2	i	6	7	7	-12	13	x
CCOC(=O)C1=C(CC)Nc2ccccc2N=C1NC(=O)c1ccc(OC)c(S(=O)(=O)N2CCCCC2C)c1 (stereo not drawn)	-5	5	-0.1	i	20	2	-1	3	18	0.0

High-throughput results: PubChem, several laboratories

Only part of the results is shown (hit frequency here may not be typical).
